HKDC1 inh: blocks human hexokinase HKDC1 activity; AID 493160; Q2TB90; recombinant HKDC1, G6PDH/diaphorase resazurin coupled fluorescence; 0.16% of 340,000 active; inhibition, % at 20 µM;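 active = inhibition above about 35% when tested at 20 µM, limit read from the data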;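 note: plate controls were DMSO wells with enzyme for no effect and DMSO wells lacking enzyme for full effect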
Target sequence (Q2TB90 whole entry, looked up): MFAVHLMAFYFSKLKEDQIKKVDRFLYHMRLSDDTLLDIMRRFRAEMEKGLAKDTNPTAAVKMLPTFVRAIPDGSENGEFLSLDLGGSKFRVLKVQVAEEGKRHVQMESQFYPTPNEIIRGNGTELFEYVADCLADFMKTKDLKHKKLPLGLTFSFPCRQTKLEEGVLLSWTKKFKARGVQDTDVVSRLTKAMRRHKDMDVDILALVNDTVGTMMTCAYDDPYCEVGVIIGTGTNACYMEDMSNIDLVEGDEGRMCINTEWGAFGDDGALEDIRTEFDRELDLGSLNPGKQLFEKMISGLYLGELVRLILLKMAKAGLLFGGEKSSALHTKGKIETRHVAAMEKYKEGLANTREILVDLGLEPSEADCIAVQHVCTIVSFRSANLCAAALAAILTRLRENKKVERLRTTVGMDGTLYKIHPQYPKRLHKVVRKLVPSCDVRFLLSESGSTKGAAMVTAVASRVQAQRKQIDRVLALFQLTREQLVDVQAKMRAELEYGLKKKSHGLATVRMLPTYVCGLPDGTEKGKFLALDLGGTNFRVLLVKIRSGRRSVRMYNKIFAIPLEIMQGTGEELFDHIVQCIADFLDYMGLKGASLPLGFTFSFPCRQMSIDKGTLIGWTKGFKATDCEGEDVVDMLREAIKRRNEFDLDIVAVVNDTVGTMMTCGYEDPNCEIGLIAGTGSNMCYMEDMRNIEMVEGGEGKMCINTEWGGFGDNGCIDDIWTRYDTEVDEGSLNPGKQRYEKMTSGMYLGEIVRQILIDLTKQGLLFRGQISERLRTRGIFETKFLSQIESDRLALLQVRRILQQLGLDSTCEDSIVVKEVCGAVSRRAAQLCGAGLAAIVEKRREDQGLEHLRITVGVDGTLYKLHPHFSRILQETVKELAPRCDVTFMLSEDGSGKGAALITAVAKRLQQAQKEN
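Test system: recombinant HKDC1 (HK5) hexokinase enzyme, produced in-house; Amount: enzyme 5 µg/mL final; Buffer or medium: Tris pH 8.0 buffer with MgCl2, Tween-20, BSA, BME; Reagent: glucose and ATP substrates; Doses: 20 µM test compound, 1% DMSO; Incubation: 90 min reaction incubation at room temperature, dark; Detection: resorufin fluorescence at 613 nm.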
SENP7 block: blocks the human protease SENP7. inhibition, % at 5 µM. recombinant SENP7, Z-RLRGG-aminoluciferin luminescence, 40 min. AID 434973. 1.5% of 330,000 active;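 active = inhibition above about 50% at the single test dose, limit read from the data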;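 note: plate controls were DMSO with enzyme for no effect and no enzyme buffer wells for full effect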
SENP6 inh: SENP6 protease inhibition | Recombinant SENP6 catalytic domain, aminoluciferin luminescence | inhibition, % at 10 µM | 1.8% of 330,000 active | AID 2599;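 active = inhibition above about 50% at the single tested dose, limit read from the data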;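 note: plate controls were DMSO wells with enzyme for no effect and DMSO wells lacking enzyme for full effect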
SENP8 block-1: blocks the human protease SENP8; purified SENP8, Z-RLRGG-aminoluciferin cleavage, luminescence; inhibition, % at 10 µM; 1.2% of 330,000 active; AID 2540; in the data active = inhibition above about 50%
Target sequence (Q96LD8 whole entry, looked up): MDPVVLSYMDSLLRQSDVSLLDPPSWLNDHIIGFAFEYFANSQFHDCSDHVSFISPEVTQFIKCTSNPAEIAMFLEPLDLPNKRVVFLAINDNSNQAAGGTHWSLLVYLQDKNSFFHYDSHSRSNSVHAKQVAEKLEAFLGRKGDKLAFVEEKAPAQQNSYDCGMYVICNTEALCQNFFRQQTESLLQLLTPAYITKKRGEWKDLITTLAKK
SENP1 inh: inhibitors of human SENP1 SUMO protease catalytic domain; recombinant SENP1 catalytic domain, CyPet-SUMO1-YPet FRET cleavage; AID 624204; 0.21% of 360,000 active; Q9P0U3; inhibition, % at 10 µM;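 active = inhibition at least 30% at 10 µM, raw YFP signal under a set limit, fluorescence ratio 0.5 to 1.5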;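 note: 0% = enzyme with DMSO and 100% = no enzyme wells; some results filed as inactive read as strong as hits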
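Compound: 10 µM single point, 0.5% DMSO; Test system: hSENP1 catalytic domain, recombinant; Timing: 50 min reaction at room temperature; Technique: FRET, CFP and YFP emission; Control set: no-enzyme wells low, DMSO-plus-enzyme wells high control.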
Apaf1 inhib: human Apaf-1 inhibition. reconstituted apoptosome caspase-3 activity, DEVD-Rh110 fluorescence. inhibition, % at 20 µM. 0.71% of 330,000 active. O14727. AID 489030; active = inhibition of at least 40% at 20 µM;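 note: plate controls were DMSO wells for no effect and DEVD-CHO caspase inhibitor wells for full effect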
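System – cell-free apoptosome with Apaf-1, procaspase-3 and caspase-9 · Buffer or medium – pH 7.5 Hepes buffer with CHAPS, BSA, DTT · Also added – cytochrome c with DEVD-Rh110 · Times – 30 min compound preincubation, 50 min activation, room temperature · Technique – Rh110 fluorescence intensity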
SENP8 block-2: SENP8 (human) protease inhibition | inhibition, % at 20 µM | 0.64% of 360,000 active | recombinant SENP8, Nedd8 substrate fluorescence | AID 602440 | Q96LD8; in the data active = inhibition mostly above about 40%, no sharp cut-off; inactive = mostly below about 27%
PfG6PD inh: PfG6PD (Plasmodium falciparum) enzyme inhibition; 0.78% of 350,000 active; AID 504690; PfGluPho enzyme, NADPH resazurin-diaphorase fluorescence; inhibition, % at 20 µM;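 active = inhibition reaching at least a set limit at 20 µM in the primary screen, cut at about 59% in these data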;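 note: 0% = DMSO wells with substrate and 100% = DMSO wells lacking glucose-6-phosphate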
* = called active by the depositor; x = no result given.

SMILES	HKDC1 inh	SENP7 block	SENP6 inh	SENP8 block-1	SENP1 inh	Apaf1 inhib	SENP8 block-2	PfG6PD inh
COc1ccccc1C(=O)N/N=C/C(C)=C/c1ccccc1	-5	1	4	-4	-2	-12	17	6
O=C1CC2(CC(c3ccc(Cl)cc3)=NO2)C(=O)N1c1ccccc1 (stereo not drawn)	-5	4	-4	-3	3	4	2	-5
CSCCOC(=O)COc1ccc(/C=N/NC(=O)c2c(Cl)cnn2C)cc1	0	-7	-21	-9	3	-1	21	-18
Cc1ccnc2nc(C(=O)OCC(=O)Nc3ccc4c(c3)OC(F)(F)O4)nn12	-9	-5	-18	-4	-1	-2	17	4
CCc1n[nH]c(=S)n1/N=C/c1c(O)ccc2ccccc12	13	5	8	-11	-132	-7	15	25
OCC1OCOC2C(CO)OCOC12 (stereo not drawn)	-5	x	x	x	3	x	19	1
COCCn1c(SCC(=O)NC2CC2)nnc1-c1ccc(Cl)cc1	0	-3	-5	-9	-1	-2	7	-9
Cc1cc(C)nc(SCC(=O)Nc2ccc(Br)cn2)n1	-2	-19	-3	2	-9	-9	21	9
CC(C)CCNC(=O)C1CCN(S(=O)(=O)c2ccc3c(c2)CC(C)N3C(=O)C2CCC2)CC1 (stereo not drawn)	0	7	-4	-5	1	12	18	-10
CCC(CC)NC(=O)c1ccc2c(c1)OCCO2	-2	-9	-14	-9	2	-6	9	-7
COCCn1c(SCC(=O)N2CCCCC2)nc2c([nH]c3ccccc32)c1=O	1	-13	-9	-5	1	17	-25	-3
CCCCOC(=O)C1=C(C)NC(=O)NC1c1ccccc1 (stereo not drawn)	-10	4	-13	-5	1	5	7	16
CCOC(=O)c1cccc(S(=O)(=O)N2CCCC2)c1	-4	0	1	-3	-2	-4	20	1
NC(=O)c1nsc(C(=O)N(c2cccc(F)c2)C(C(=O)NC2CCCC2)c2ccco2)c1N (stereo not drawn)	0	-6	-3	1	-15	2	-283	1
COCCn1nnnc1C(C(C)C)N(Cc1cccnc1)Cc1ccccc1Cl (stereo not drawn)	-5	-8	2	-5	2	16	27	-9
CC(=O)c1ccc(OCC(=O)NC2CCCCCC2)cc1	-6	1	-15	-1	1	-8	11	1
O=C(CNC(=O)c1ccccc1F)c1ccc(Br)cc1	-4	45	49	32	-1	0	13	11
NS(=O)(=O)c1ccc(NC(=S)N2CCN(Cc3ccc(Cl)c(Cl)c3)CC2)cc1	-1	-1	-3	-5	3	16	8	22
NS(=O)(=O)c1cc(C(=O)OCC(=O)Nc2ccc3[nH]c(=O)[nH]c3c2)ccc1Cl	4	-7	9	-13	-3	-8	10	4
COC(=O)C1=C[C@@H](C(=O)OC)[C@@H]2C3=C(C(=O)[C@]2(C)NC(=O)c2ccccc2)[C@H](C)n2c(=O)n(-c4ccccc4)c(=O)n2[C@@H]3C1	-4	2	0	6	2	-1	12	11
O=C(N/N=C/c1ccco1)C12CC3CC(CC(C3)C1)C2	1	3	5	1	2	-1	11	5
O=C(NCC1COc2ccccc2O1)C1CCCN(S(=O)(=O)c2cccc3cccnc23)C1 (stereo not drawn)	2	-3	8	2	-1	-2	5	4
CCc1cc2c3c(c1)/C(=C1/SC(N)=NC1=O)C(=O)N3C(C)(C)C=C2C	1	-17	-7	-4	0	12	21	-16
CC(OC(=O)CCc1nc2ccccc2[nH]c1=O)c1ccccc1 (stereo not drawn)	3	-3	3	-6	2	-6	-38	6
CCOc1ccc(NC(=O)c2ccc(NC(=O)c3ccc(CN4CCOCC4)cc3)cc2)cc1	-3	-12	-14	2	-3	17	-1	-20
CC(=O)C1C(c2cccc(Oc3ccccc3)c2)NC(=O)NC1(O)C(F)(F)F (stereo not drawn)	-7	5	-5	-6	2	-5	11	1
O=C(O)/C(=C\c1cccc(OCc2ccccc2)c1)c1ccc(F)cc1	1	-10	-4	-9	0	11	0	11
CC1CCN(C2=NC(=O)/C(=C/c3ccccc3F)S2)CC1	0	-45	-51	-39	1	7	14	-13
COc1ccccc1N(CC(O)COc1ccccc1C)S(=O)(=O)c1ccccc1 (stereo not drawn)	-6	2	22	3	1	11	8	-7
COc1ccc(CNc2nc3ccccc3n2Cc2ccc(C)cc2)cc1OC	-8	-2	-8	0	1	18	5	-2
CC(NC(=S)NCc1ccc(F)cc1)C12CC3CC(CC(C3)C1)C2 (stereo not drawn)	-10	7	19	6	5	16	9	3
N/C(=N/O)c1nc(N2CCCCC2)nc(N2CCCCC2)n1	-2	-6	-14	-2	2	3	12	-23
O=C1C(=O)c2ccccc2C(O)=C1c1cccc([N+](=O)[O-])c1	8	0	2	-2	3	-18	23	10
CCCCn1c(N)c(N(CC)C(=O)c2cc(S(=O)(=O)N3CCCCCC3)ccc2OC)c(=O)[nH]c1=O	-1	-3	6	-3	0	2	-1	-7
O=C(O)c1ccc(OCc2ccc(C(=O)O)o2)cc1	-8	92*	88*	84*	0	-1	24	-11
O=C(NC(=S)Nc1ccccc1Br)C1CCC1	-3	2	-10	-7	1	-2	1	14
N#Cc1c(-c2ccccc2)c(-c2ccccc2)nn(CC(=O)NNC(=O)Nc2ccc(Cl)cc2)c1=O	3	0	9	7	2	13	-11	-10
CCCCC(=O)N(CCOC)c1nnc(-c2ccccc2C)s1	-7	8	10	5	1	4	9	-1
CCc1cc(=O)oc2c3c(cc(OCC(=O)NCCCCCC(=O)O)c12)OC(C)(C)CC3	12	-3	-36	-7	1	-3	-276	-3
O=C(CCCOC(=O)c1ccc(O)cc1O)c1ccc(F)cc1	0	-9	-8	-5	3	7	2	-11
CCC1(CC)C(=O)Nc2ccccc21	0	7	-20	-12	0	5	-24	20
COC(=O)/C(C#N)=C\c1c(OC)[nH]c2ccccc12	2	2	-23	6	-7	-19	17	-15
CC(=O)C1=C(C)N(Cc2ccco2)C(=O)C1(NC(=O)C1CCCCC1)C(F)(F)F (stereo not drawn)	-2	-3	-1	-10	-4	6	4	4
Cc1nnc2n(Cc3ccccc3)c(=O)c3c4c(sc3n12)COC(C)(C)C4	-2	10	9	-12	0	4	20	-7
CCc1nnc(NC(=O)CSc2nnc(CSc3nc(C)cc(C)n3)n2C)s1	-1	-2	6	-3	3	2	15	3
CN(C)c1ccc(/C=N/NC(=O)CNC(=O)/C=C/c2ccco2)cc1	-3	-3	-8	-7	-3	5	-242	7
CNC(=O)c1ccsc1NC(=O)CS(=O)(=O)c1ccc(Cl)cc1	4	3	3	2	0	9	11	-20
COc1cc(C2NC(=O)NC(C)=C2C(=O)OCc2ccc(C)cc2)cc(OC)c1OC (stereo not drawn)	-1	6	-4	1	0	11	4	-13
O=C(CN1CCN(c2ccccc2)CC1)Nc1ccc(OCc2ccccc2)cc1	1	-6	-8	-8	0	32	29	4
COc1cc2nc(Nc3ccc(C)c(C)c3)nc(N)c2cc1OC	2	19	27	3	-3	9	-292	19
CCOC(=O)C1(Cc2ccccc2)CCCN(Cc2cccc(C(C)=O)c2)C1 (stereo not drawn)	-5	-3	-10	-10	-3	12	12	16
O=C(NCc1ccco1)c1ccc2c(=O)n(Cc3ccco3)c(SCC(=O)N3CCCC3)nc2c1	-9	-12	3	-4	0	20	-23	18
Cc1cc(C(=O)NC2CCCCC2)c(C)n1-c1ccc(F)cc1	-8	6	-6	-14	-7	2	-2	37
COc1ccc(C2C(C(=O)N3CCN(c4ccc(OC)cc4)CC3)c3ccccc3C(=O)N2C)cc1 (stereo not drawn)	-2	-4	-6	0	1	6	24	2
CC(C)CC(=O)Nc1ccc(Nc2ccccc2)cc1	8	6	0	-3	-6	13	5	13
CSc1ccccc1NC(=O)Cc1ccccc1	-5	8	-16	-3	0	-1	10	-14
O=C(c1cccs1)N1CCN(Cc2ccccc2)CC1	-8	2	0	0	-1	15	14	-12
COC(=O)c1[nH]c2ccc(C)cc2c1NC(=O)CCN1CCN(C2CCCCC2)CC1	x	6	34	-1	x	4	x	x
Clc1ccc(SCc2cc(N3CCOCC3)nc(-c3ccccn3)n2)cc1	0	-3	1	2	-1	10	-153	0
C=CCn1c(SCC(=O)N2CCOCC2)nc2c([nH]c3ccccc32)c1=O	-7	0	1	7	2	-5	-29	-10

Some of these compounds in order of the SENP1 inh value, highest first:
SMILES | SENP1 inh
C=CCn1c(SCC(=O)N2CCOCC2)nc2c([nH]c3ccccc32)c1=O | 2
COc1ccc(C2C(C(=O)N3CCN(c4ccc(OC)cc4)CC3)c3ccccc3C(=O)N2C)cc1 (stereo not drawn) | 1
CNC(=O)c1ccsc1NC(=O)CS(=O)(=O)c1ccc(Cl)cc1 | 0
COc1cc2nc(Nc3ccc(C)c(C)c3)nc(N)c2cc1OC | -3
CC(C)CC(=O)Nc1ccc(Nc2ccccc2)cc1 | -6

(continued)
SMILES	HKDC1 inh	SENP7 block	SENP6 inh	SENP8 block-1	SENP1 inh	Apaf1 inhib	SENP8 block-2	PfG6PD inh
CCOC(=O)C(=Cc1ccc(OCc2ccc([N+](=O)[O-])cc2)c(OC)c1)C(=O)OCC	20	-3	-25	-9	-6	15	10	21
CCCn1nc2cc(C(=O)NCc3ccc(OC)cc3)ccc2c1OCC	5	6	0	-5	0	1	-478	-10
COc1ccc(OC)c(C(=O)NC(CC(N)=O)c2ccc(NCCN3CCOCC3)c([N+](=O)[O-])c2)c1 (stereo not drawn)	4	-6	5	7	3	-7	-47	8
Cc1cccc(C(=O)Nc2ccc(O)cc2C(=O)O)c1	15	77*	93*	88*	4	3	13	-24
CC(=O)Nc1ccc(S(=O)(=O)N2CCC(c3nc4ccc(C)cc4[nH]3)CC2)cc1	-2	9	-3	5	2	-17	8	15
O=c1cc(O)c2sc3nc(-c4cccnc4)cc(C(F)(F)F)c3c2[nH]1	4	-7	9	5	43	3	-140	-5
CCCN(CC(=O)Nc1ccccc1C)C(=O)Cc1cccs1	-5	-13	-7	-13	-2	28	10	-5
Cc1c(-c2ccccc2)nc2ccccc2c1C(=O)O	0	12	6	7	-1	-2	3	-11
COc1cc(/C=C2/C(=N)N3C(=NC2=O)SN=C3S(=O)(=O)C(C)C)ccc1OC(=O)c1ccco1	4	-3	-3	5	-62	-6	3	-29
Cc1cc(C)c2nc(C)cc(Nc3ccc(C(=O)N(C)C)cc3)c2c1	-6	2	-13	-1	x	-23	x	0
CN(CCNC(=O)CN1C(=O)CSc2ccc(S(=O)(=O)N3CCCC3)cc21)Cc1ccccc1	-7	2	8	-1	3	-2	14	-11
CS(=O)(=O)N(CC(=O)N1CCC(C(N)=O)CC1)c1ccc(Oc2ccccc2)cc1	-11	9	8	1	0	-15	11	-17
O=C(O)C1CCCN1C(=O)Nc1ccccc1 (stereo not drawn)	-10	0	-5	-14	1	-7	15	1

Some of the entries so far, with values under each structure.
Sequence of screens – HKDC1 inh | SENP7 block | SENP6 inh | SENP8 block-1 | SENP1 inh | Apaf1 inhib | SENP8 block-2 | PfG6PD inh
CCCn1nc2cc(C(=O)NCc3ccc(OC)cc3)ccc2c1OCC
  5 | 6 | 0 | -5 | 0 | 1 | -478 | -10
O=c1cc(O)c2sc3nc(-c4cccnc4)cc(C(F)(F)F)c3c2[nH]1
  4 | -7 | 9 | 5 | 43 | 3 | -140 | -5

Looked up one by one from the list above:
SMILES	HKDC1 inh	SENP7 block	SENP6 inh	SENP8 block-1	SENP1 inh	Apaf1 inhib	SENP8 block-2	PfG6PD inh
COc1ccccc1N(CC(O)COc1ccccc1C)S(=O)(=O)c1ccccc1 (stereo not drawn)	-6	2	22	3	1	11	8	-7
O=C(NC(=S)Nc1ccccc1Br)C1CCC1	-3	2	-10	-7	1	-2	1	14
CC(=O)C1C(c2cccc(Oc3ccccc3)c2)NC(=O)NC1(O)C(F)(F)F (stereo not drawn)	-7	5	-5	-6	2	-5	11	1

High-throughput results (PubChem BioAssay)
